High-throughput results from PubChem.
Rev-erbA mod: modulators of Rev-erb alpha DNA binding, primary screen, biochemical, FITC-DNA, fluorescence polarization, uHTS; Nuclear receptor subfamily 1 group D member 1 (Homo sapiens), P20393; Rev-erbα–FITC-DNA binding, 90 min; activity, % at 10 µM; 370,000 compounds, 0.79% hits; AID 1259318, 2017;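 active means activity above about 14%, limit read from the data; passing the limit was not always enough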;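 further: 0% = DMSO wells with 35 nM protein and 100% = DMSO wells with 750 nM protein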
Target sequence (P20393 whole entry, looked up): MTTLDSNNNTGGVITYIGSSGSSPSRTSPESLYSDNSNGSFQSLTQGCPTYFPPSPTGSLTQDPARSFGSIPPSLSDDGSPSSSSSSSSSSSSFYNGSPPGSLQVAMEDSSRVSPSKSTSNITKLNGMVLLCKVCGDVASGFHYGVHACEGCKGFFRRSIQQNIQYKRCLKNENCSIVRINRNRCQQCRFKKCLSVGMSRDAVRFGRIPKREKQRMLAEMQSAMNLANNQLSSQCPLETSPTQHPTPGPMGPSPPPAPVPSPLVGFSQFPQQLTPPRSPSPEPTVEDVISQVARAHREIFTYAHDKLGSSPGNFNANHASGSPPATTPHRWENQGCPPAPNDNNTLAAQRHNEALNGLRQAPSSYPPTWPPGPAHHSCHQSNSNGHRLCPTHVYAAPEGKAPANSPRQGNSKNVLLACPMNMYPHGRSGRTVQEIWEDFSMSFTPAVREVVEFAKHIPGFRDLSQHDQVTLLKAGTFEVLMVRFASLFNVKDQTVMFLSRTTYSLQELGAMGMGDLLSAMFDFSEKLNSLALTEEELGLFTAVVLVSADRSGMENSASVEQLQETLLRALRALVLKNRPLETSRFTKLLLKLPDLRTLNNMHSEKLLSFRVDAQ
sPLA2-III inh: human group III sPLA2 inhibitors, primary screen, biochemical, QFRET, BODIPY PC-A2 liposome substrate | QFRET BODIPY PC-A2 liposome hydrolysis, fluorescence | AID 743126, 2013 | inhibition, % at 12.2 µM | 370,000 compounds, 0.56% hits;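 active means inhibition above mean plus 3 SD of compounds lying within the high and low control bounds, cut at about 19% in these data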;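 further: 0% = median of test compound wells and 100% = no enzyme DMSO wells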
PLC-beta3 inh: human PLC-beta3 inhibitors, primary screen, biochemical, fluorescence. inhibition, % at 12.2 µM. Purified PLC-beta3, fluorogenic substrate. 1-phosphatidylinositol 4,5-bisphosphate phosphodiesterase beta-3 (Homo sapiens), Q01970. 370,000 compounds, 0.18% hits; in the data active means inhibition above about 11%;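 further: 0% = median of compound wells on plate and 100% = full blocker control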
PG9 Ab binder: binders of HIV-1 gp120 antibody PG9, primary screen, biochemical, TR-FRET; HIV-1 gp120 / PG9 antibody interaction; 360,000 compounds, 0.43% hits; TR-FRET gp120-PG9 antibody binding; inhibition, % at 6.7 µM; in the data active means inhibition above about 8.5%
hgDAF-12 ag: H. glycines DAF-12 receptor agonists, primary screen, cell-based, luminescence, HEK293, GAL4 fusion, UAS-luciferase; activation, % at 6.8 µM; HEK293 GAL4-hgDAF12 UAS-luciferase reporter, agonist luminescence; normalized to butyrate control; Nuclear hormone receptor DAF-12 (Heterodera glycines), GAL4 fusion; AID 687014, 2013; 370,000 compounds, 1.8% hits;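 active means activation above a cutoff set at the mean of all screened compounds plus 3 SD, cut at about 10% in these data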;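 further: 0% = DMSO wells and 100% = sodium butyrate wells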
FXN GAA850 act: FXN promoter activators, primary screen, cell-based, luciferase luminescence, HEK293 lucGAA850 | 360,000 compounds, 0.56% hits | activation, % at 6 µM | HEK293 lucGAA850 FXN promoter luciferase reporter, 24 h; percent of 10 µM SAHA response;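 active means activation above the average of all compounds screened plus 3 SD, cutoff fixed separately per campaign, cut at about 7.5% in these data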;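 further: 0% = DMSO wells and 100% = 10 µM SAHA wells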
hcDAF-12 act: H. contortus DAF-12 nuclear receptor activators, primary screen, cell-based, luminescence, HEK293, lit1-tk-luc reporter | activation, % at 6.8 µM | AID 652067, 2013 | HEK293 hcDAF-12 lit1-tk-luc reporter; 0% DMSO, 100% Δ7-dafachronic acid | 370,000 compounds, 1.4% hits;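 active means activation above the mean of all tested compounds plus 3 SD, cut at about 5.5% in these data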;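 further: 100% = response to 3 µM Δ7-dafachronic acid high control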
DAX1 inh-1: DAX1 (NR0B1) inhibitors on StAR promoter, primary screen, cell-based, luminescence, SF-1 (NR5A1), full-length DAX-1 | HEK293T StAR-luciferase reporter, SF-1/DAX-1 repression relief | inhibition, % at 6.8 µM | 370,000 compounds, 1.1% hits | AID 652010, 2013;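 active means inhibition above the mean over all tested compounds plus 3 SD, cut at about 3.6% in these data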;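 further: 0% = DAX-1 cells with DMSO and 100% = cells lacking DAX-1 with DMSO; higher inhibition means more luminescence from relief of DAX-1 repression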
ssDAF12 agonist: S. stercoralis DAF-12 nuclear receptor activators, primary screen, cell-based, luminescence, HEK293, GRIP1 co-expression, lit1-tk-luc; HEK293 ssDAF-12/GRIP1 lit1-tk-luc reporter; % of 3 µM dafachronic acid response; activation, % at 6.8 µM; 370,000 compounds, 1% hits;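 active means activation above the mean over all tested compounds plus 3 SD, cut at about 0.9% in these data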;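 further: 0% = DMSO-only wells and 100% = 3 µM delta7-dafachronic acid wells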
SMARCA2 activ: SMARCA2 (BRM) function activators, primary screen, cell-based, luminescence, high throughput; MG213 cells, MMTV-luciferase reporter, dexamethasone, overnight; activation, % at 9.1 µM; 370,000 compounds, 1% hits; AID 652017, 2013; in the data active means activation above about 7.8%;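 further: 0% = vehicle wells and 100% = reference activator wells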
DAX1 inh-2: DAX1 (NR0B1) inhibitors, primary screen, cell-based, HEK293, Gal4-DAX1, luciferase luminescence. Nuclear receptor subfamily 0 group B member 1 (Homo sapiens), P51843. HEK293 Gal4-DAX1 luciferase reporter. inhibition, % at 6.75 µM. 340,000 compounds, 0.99% hits. AID 504766, 2011;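 active means inhibition above the mean over all tested compounds plus 3 SD, cut at about 4.2% in these data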;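 further: 0% = DAX1-transfected cells with DMSO and 100% = empty-vector control cells with DMSO; inhibition shows as a rise in luminescence from relieved DAX1 repression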
Target sequence (P51843 207-470 limits assumed): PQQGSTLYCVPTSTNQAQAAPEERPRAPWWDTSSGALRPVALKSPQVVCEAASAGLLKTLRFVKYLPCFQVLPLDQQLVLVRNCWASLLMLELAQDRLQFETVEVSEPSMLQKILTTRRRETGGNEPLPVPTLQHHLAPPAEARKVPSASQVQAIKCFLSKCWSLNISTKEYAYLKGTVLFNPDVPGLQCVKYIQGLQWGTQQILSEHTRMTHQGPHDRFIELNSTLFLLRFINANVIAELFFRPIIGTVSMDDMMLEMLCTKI
Numbers without * were called inactive; · = no result given.

SMILES	Rev-erbA mod	sPLA2-III inh	PLC-beta3 inh	PG9 Ab binder	hgDAF-12 ag	FXN GAA850 act	hcDAF-12 act	DAX1 inh-1	ssDAF12 agonist	SMARCA2 activ	DAX1 inh-2
O=C1N/C(=N\N=C\c2ccc3ncccc3c2)SC1Cc1ccc(SC(F)F)cc1 (configuration not stated)	0	0	0	1.4	0.9	-3.4	-0.3	0.5	-1.8	4	0.1
Cc1c(O)nc(SCC(=O)Nc2ccc3c4c(cccc24)CC3)n(-c2ccc(F)cc2)c1=O	0	0	-12	-1.2	0.3	-1.3	-1.2	-1.0	-1.6	-2	-1.8
CC(C)N(Cc1nccn1C)C(=O)C1CCC(=O)N(CCc2ccccc2)C1 (configuration not stated)	10	4	4	-0.2	0.0	-0.2	3.9	-0.9	-0.1	1	0.8
CC(=O)N1CCN(C(=O)CCn2nnc3ccccc32)CC1	-1	0	-8	·	1.1	·	2.6	0.1	-1.5	-1	·
O=C1[C@H]2[C@@H](C3CC3)N3C(=O)CN(CC4CC4)C(=O)[C@@]3(Cc3ccccc3)[C@H]2C(=O)N1c1ccccc1	-7	3	-3	2.4	0.2	7.1	-1.1	-0.4	-0.4	1	-0.5
COc1ccc(NC(=O)CCCC(=O)c2ccccc2)cc1	2	7	-6	0.0	0.1	-1.1	-0.1	0.6	-1.1	-1	2.0
COc1cc(/C=C2\SC(=S)N(NS(=O)(=O)c3ccc(C)cc3)C2=O)ccc1O	6	-18	-79	-10	2.4	2.5	-0.8	-0.1	-0.1	0	1.0
NC(=O)C1CCCN(CC(O)COCc2ccc(Cl)cc2)C1 (configuration not stated)	-3	1	5	-1.4	-0.8	2.4	-0.3	-0.3	-1.0	-2	0.7
CN(C)c1ccc(NC(=O)CN2CCc3ccccc3C2)cc1	-3	15	-14	-6.7	4.8	6.8	5.7*	0.5	0.2	7	0.1
O=C1OCC(CO)(CO)N=C1NNc1cc(Cl)ccc1Cl	0	-1	-2	-2.7	3.0	0.4	3.7	0.1	0.8	1	0.4
O=C(Cn1cnc2c(nnn2Cc2ccccc2)c1=O)NCc1ccco1	6	4	4	-0.8	1.6	-1.7	0.5	-0.2	-0.7	-2	1.4
Cc1cccc(Nc2nc(NC(C)C)nc(Oc3ccc(=O)n(C)n3)n2)c1	-5	-2	-1	-1.0	-3.7	-4.1	-1.5	0.9	-0.9	-5	-0.1
CCn1c(SCC(=O)Nc2ccc(OC)c(OC)c2)nnc1-c1ccco1	-2	-3	-2	0.2	0.7	-0.6	-1.2	0.1	-1.4	-7	0.2
O=C(NCCc1ccccc1)C(=O)NCCC1CCCCN1S(=O)(=O)c1cccs1 (configuration not stated)	-8	-12	-1	-1.1	-0.8	-0.9	-0.6	-0.3	-1.7	3	-0.2
O=C(CCC(=O)N(Cc1ccco1)C(C(=O)NC1CCCC1)c1ccncc1)Nc1cccnc1 (configuration not stated)	-3	1	-2	-2.1	0.7	2.6	-1.9	-0.4	-0.9	-1	-0.8
O=C1CCCN1CCCNc1nc2c(S(=O)(=O)c3ccccc3)nnn2c2ccc(Cl)cc12	-11	-3	-43	1.4	0.3	-7.8	-0.2	-1.3	-1.4	-1	-0.9
O=C(O)C1C2CCC(C2)C1C(=O)NCc1ccco1 (configuration not stated)	6	7	-1	-0.2	0.7	0.4	-1.6	-0.9	-1.1	-2	-0.7
CC(=O)c1cc(-c2ccc(F)cc2)n(CCC(=O)Nc2cccnc2)c1C	-5	6	1	0.5	-4.4	2.6	-3.3	-0.1	-2.0	-5	0.8
CCOc1ccc(S(=O)(=O)N(CC(=O)NCc2cccnc2)c2ccc(F)cc2)cc1	-6	-4	-5	0.9	-2.5	2.4	-1.3	-0.9	-1.5	1	-1.8
COc1ccc(NC(=O)CN2CCC(C(N)=O)(N3CCCCC3)CC2)cc1	3	1	1	2.8	-0.7	-2.8	-1.9	-0.8	-1.5	2	1.3
S=C(Nc1ccccc1)Nc1nccs1	3	27*	-4	-1.6	3.6	5.7	0.8	0.4	0.1	2	-1.6
O=C(CCN1C(=O)/C(=C/c2ccccc2)SC1=S)NC1CCS(=O)(=O)C1 (configuration not stated)	2	-3	-4	-3.5	0.8	0.4	-0.7	0.1	-0.8	-2	-0.1
CCOc1ccc(N(CC(=O)NCCc2ccc(C)cc2)S(=O)(=O)c2c(C)noc2C)cc1	-4	4	-8	-0.4	0.4	-0.2	0.7	-0.4	-1.3	-6	-0.4
CNc1c([N+](=O)[O-])cnn1-c1ccccn1	-1	-2	4	0.2	-1.8	3.4	-0.1	0.8	-0.9	2	2.3
N#C/C(=C(\O)c1cc(Cl)sc1Cl)c1nc2ccccc2[nH]1	13	0	-10	1.1	1.9	0.3	1.1	0.1	0.1	0	0.8
(continued)
SMILES	Rev-erbA mod	sPLA2-III inh	PLC-beta3 inh	PG9 Ab binder	hgDAF-12 ag	FXN GAA850 act	hcDAF-12 act	DAX1 inh-1	ssDAF12 agonist	SMARCA2 activ	DAX1 inh-2
CCn1nccc1C(=O)Nc1ccc(Cl)cn1	-5	-1	-4	0.4	1.8	2.9	0.6	0.4	-0.6	-1	0.1
COc1cc(C(=O)NCC2(N(C)C)CCCCC2)ccc1OCc1ccccc1	16	14	7	-1.3	0.8	1.9	-0.4	0.9	-0.9	-3	-0.9
CCc1nnc(NC(=O)CCC(=O)O)s1	7	7	1	-0.2	-0.2	1.1	-0.5	0.1	-1.0	-4	-0.8
O=C(COc1ccccc1Br)Nc1ccc2c(c1)OCCCO2	1	-10	-11	-1.5	15*	7.1	4.3	1.8	0.3	5	3.6
CCc1nnc(NC(=O)CSc2nnc(Cc3ccccc3)o2)s1	-5	0	2	0.1	0.1	0.0	1.1	-0.2	-1.3	-4	0.4
Cn1c(CCc2nc3ccccc3[nH]2)nnc1SCC#N	4	2	1	0.5	2.3	2.6	1.2	0.5	-0.7	1	0.4
COc1ccccc1NC(=O)Nc1cnccn1	-3	-3	6	-4.5	2.3	4.8	-0.6	-0.3	-1.7	4	1.1
Clc1ccc(Cc2noc(CN3CCN(c4ccccc4)CC3)n2)c(Cl)c1	-5	-7	2	-2.1	0.9	-2.0	0.0	-0.1	-1.5	0	-0.5
N#CC(c1ccccc1)c1cnccn1 (configuration not stated)	0	4	0	-1.4	-0.6	-1.0	-0.2	0.5	-1.2	-1	-0.4
COC(=O)[C@@]1(Cc2ccc(OC)cc2)[C@H]2c3cc(C(=O)N4CCCC4)n(Cc4ccccc4)c3C[C@H]2CN1C(=O)c1ccccc1	0	-12	-6	-0.4	-0.5	·	-3.6	-1.9	-0.7	0	·
Cc1cc(C)c(S(=O)(=O)Nc2ccc3c4c(cccc24)CC3)c(C)c1	-5	-19	-8	-1.1	-3.0	2.2	-2.3	0.5	-0.7	-2	-1.5
Cc1cc(C)cc(NC(=O)CCCn2nc(C)c3c(C)n(-c4ccccc4)nc3c2=O)c1	3	-3	-7	-1.2	3.6	2.0	-0.9	-0.1	-0.8	3	1.3
CCc1nc(Nc2cc(OC)ccc2OC)c2oc3ccccc3c2n1	22*	4	-48	13*	0.3	2.0	0.9	0.1	-0.8	-4	1.4
COC(=O)CCCn1cc(CN(C)C2CN(Cc3cn(CCCC(=O)OC)nn3)S(=O)(=O)C2)nn1 (configuration not stated)	9	7	3	-0.5	-0.5	·	-0.7	2.9	-1.4	2	·
O=C1SCC(c2ccccc2)=NN1Cc1ccccc1	8	-4	3	-1.2	0.0	3.3	-2.1	-1.1	-2.0	3	-0.5
CCOC(=O)c1ccccc1NC(=O)C1=COCCO1	-5	-11	-13	-0.7	1.3	-0.4	0.1	-0.9	-0.5	1	0.4
O=C(COC(=O)c1ccc(O)cc1)Nc1ncc(Cl)cc1Cl	2	-6	-15	-2.5	3.8	-0.2	0.4	-0.3	-1.6	1	-1.0
O=c1c2ccccc2ncn1-c1ccc(Cl)c(Cl)c1	30*	-4	6	-1.0	0.7	-0.2	2.4	-0.3	-0.9	5	-0.4
COCCN(C(=O)COC(=O)C1CC1)c1c(N)n(Cc2ccccc2)c(=O)[nH]c1=O	-5	0	0	0.5	0.2	0.4	-1.6	0.2	-1.1	4	1.5
CCCCCC(=O)NC(NC(=S)Nc1ccc(S(N)(=O)=O)cc1)C(Cl)(Cl)Cl (configuration not stated)	-2	-25	2	-2.2	0.9	-0.3	-1.4	-0.1	-1.2	0	0.0
COC(=O)c1c(C)oc(C)c1S(=O)(=O)N(C)C1CCCCC1	0	0	9	-1.1	-2.0	0.2	-2.1	0.1	-1.8	1	·
Cc1ccc(OC(C)c2nnc(N)s2)cc1Cl (configuration not stated)	6	-1	-4	-0.3	-3.6	1.2	-2.2	-1.7	-1.4	-1	-1.2
c1ccc(-c2nnc(SCc3ccncc3)o2)cc1	0	12	-2	-0.9	5.8	2.8	1.2	0.7	-0.7	-1	0.1
CCN(CC)S(=O)(=O)c1ccc(-c2nnc(SCC(=O)Nc3nnc(C)s3)n2CC)cc1	1	2	-2	-1.3	-1.6	-1.4	-1.5	0.1	-0.8	-1	0.6
Cc1cc(C)nc(N(C#N)CC(=O)N2CCC(C(N)=O)CC2)n1	1	0	3	-1.4	1.0	0.3	-0.5	-1.4	-0.8	3	-0.4
Cc1ccc(C(C)n2cc(C(=O)NCc3cccnc3)nn2)cc1 (configuration not stated)	-2	6	2	0.0	0.5	0.5	-1.0	-0.2	-0.9	1	-0.5
O=C1c2ccccc2C(=O)N1CCCCCCN1C(=O)c2ccccc2C1=O	0	1	-6	-1.3	-2.1	0.1	-0.9	1.4	-0.8	4	-0.8
COc1ccccc1NC(=O)CNS(=O)(=O)c1ccccc1	-2	1	0	0.5	2.4	0.0	1.0	-0.3	-1.2	1	0.7

3 compounds from above, sorted by molecular weight, falling:
SMILES	Rev-erbA mod	sPLA2-III inh	PLC-beta3 inh	PG9 Ab binder	hgDAF-12 ag	FXN GAA850 act	hcDAF-12 act	DAX1 inh-1	ssDAF12 agonist	SMARCA2 activ	DAX1 inh-2
Cc1cc(C)nc(N(C#N)CC(=O)N2CCC(C(N)=O)CC2)n1	1	0	3	-1.4	1.0	0.3	-0.5	-1.4	-0.8	3	-0.4
O=c1c2ccccc2ncn1-c1ccc(Cl)c(Cl)c1	30*	-4	6	-1.0	0.7	-0.2	2.4	-0.3	-0.9	5	-0.4
CCOC(=O)c1ccccc1NC(=O)C1=COCCO1	-5	-11	-13	-0.7	1.3	-0.4	0.1	-0.9	-0.5	1	0.4
